# Neddyl block – blocks human cullin neddylation | P61081+Q13564 | TR-FRET cullin neddylation, biochemical | calls only at 25 µM | 360,000 tested, 0.58% active; in the data active = inhibition above about 36%
# MsrA inhibitor – inhibits bovine methionine sulfoxide reductase A; inhibition, % at 15.5 µM; purified bovine MsrA, absorbance read-out; 360,000 tested, 0.75% active; in the data active = inhibition above about 4.5%;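 also: 0% = vehicle wells with enzyme and 100% = reference inhibitor wells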
# MT1-MMP act inh – inhibitors of human MT1-MMP activation; 360,000 tested, 0.061% active; GFP/RFP ratio change, % at 20 µM; HT1080 RFP-PRO-GFP cells, GFP/RFP ratio fluorescence, overnight; percent of plate control window, DMSO zero;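 active = GFP/RFP ratio change of at least 30% with cell ATP level not reduced by more than half and red fluorescence within 50% of control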; also: strong numbers were not always called active
#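 Test system: HT1080 cells expressing an RFP-PRO-GFP fluorescent reporter construct / Compound dosing: single-point 20 µM compound, 1% DMSO / Schedule: cells overnight before dosing, compound overnight, 37 °C, 5% CO2 / Evaluation: GFP/RFP fluorescence ratio / Control set: DMSO and RFP-L50D-GFP cell wells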
# MsrA act – activators of bovine methionine sulfoxide reductase A | purified bovine MsrA, absorbance read-out | activation, % at 10.6 µM | 360,000 tested, 0.3% active; in the data active = activation above about 7.5%;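 also: 0% = vehicle and 100% = reference activator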
# NRP1-CendR mod – modulators of CendR peptide binding to human neuropilin-1 | O14786 | 360,000 tested, 0.85% active | AID 602438 | inhibition, % at 25 µM | FAM-RPARPAR peptide binding to NRP-1, fluorescence polarization;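 active = inhibition or corrected inhibition above about 18%, plus a signal ratio from 0.5 to 1.5, limit read from the data, passing the limit was not always enough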; also: strong numbers were not always called active
# Rin1 Abl inh – blocks binding of human Rin1 to Abl | P00519+Q13671 | TR-FRET Rin1/Abl binding, biochemical | inhibition, % at 7.35 µM | 360,000 tested, 0.4% active | AID 588664; in the data active = inhibition above about 5%, passing the limit was not always enough
# eLon inh – E. coli protease La inhibition | purified E. coli Lon protease, fluorescence polarization | inhibition, % at 7.94 µM | 360,000 tested, 0.42% active | AID 602123; in the data active = inhibition above about 13%, passing the limit was not always enough;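 also: 0% = enzyme with probe and DMSO and 100% = no enzyme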
# Target sequence (P0A9M0 whole entry, looked up): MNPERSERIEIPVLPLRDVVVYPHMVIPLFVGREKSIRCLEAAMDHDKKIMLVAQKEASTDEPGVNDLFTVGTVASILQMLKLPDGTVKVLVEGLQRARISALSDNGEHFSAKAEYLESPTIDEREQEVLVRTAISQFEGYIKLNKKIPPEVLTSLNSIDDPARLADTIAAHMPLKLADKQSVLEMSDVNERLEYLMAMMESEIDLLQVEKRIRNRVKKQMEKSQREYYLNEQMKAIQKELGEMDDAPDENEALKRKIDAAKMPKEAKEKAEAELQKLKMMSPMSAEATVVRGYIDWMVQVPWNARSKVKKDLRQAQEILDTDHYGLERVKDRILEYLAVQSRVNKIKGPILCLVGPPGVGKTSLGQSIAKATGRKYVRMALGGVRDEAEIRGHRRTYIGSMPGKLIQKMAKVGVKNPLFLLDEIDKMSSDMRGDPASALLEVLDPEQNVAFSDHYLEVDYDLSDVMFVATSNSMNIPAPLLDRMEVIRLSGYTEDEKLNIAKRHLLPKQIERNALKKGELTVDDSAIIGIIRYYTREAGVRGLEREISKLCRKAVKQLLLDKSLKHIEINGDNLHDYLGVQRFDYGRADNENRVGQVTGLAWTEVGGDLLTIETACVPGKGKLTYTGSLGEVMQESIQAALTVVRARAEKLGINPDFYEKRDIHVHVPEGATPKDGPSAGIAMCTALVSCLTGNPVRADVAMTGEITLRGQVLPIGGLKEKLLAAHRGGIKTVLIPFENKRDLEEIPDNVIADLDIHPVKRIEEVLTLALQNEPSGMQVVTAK
# FAS TE block – FAS thioesterase (human) inhibition | inhibition, % at 15 µM | recombinant FAS-TE, OMFH fluorogenic substrate, fluorescence endpoint | P49327 | 360,000 tested, 0.67% active;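 active = compounds whose normalised, plate-corrected inhibition of enzyme fluorescence in the single-dose primary screen is 50% or more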;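 also: 0% = DMSO with enzyme and 100% = substrate without enzyme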
# SKN-1 block – C. elegans SKN-1 inhibition; AID 624304; 360,000 tested, 0.49% active; C. elegans VP596 Pgst-4::GFP/RFP ratio, acrylamide-induced, 24 h; inhibition, % at 21.8 µM;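 active = interference check ratio from 0.5 to 1.5 plus GFP to RFP signal ratio inhibition reaching or exceeding a fixed threshold, cut at about 30% in these data, passing the limit was not always enough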; also: some compounds called inactive have numbers as strong as hits
# * = called active by the depositor; i = inactive; · = no result given.
SMILES,Neddyl block,MsrA inhibitor,MT1-MMP act inh,MsrA act,NRP1-CendR mod,Rin1 Abl inh,eLon inh,FAS TE block,SKN-1 block
COc1ccc(CCNC(=O)COc2ccc(S(=O)(=O)NC3CCCCC3)cc2Cl)cc1OC,i,0.0,-4.7,3.4,-7.2,-1.4,-7.9,4.4,9.3
O=C(c1ccco1)N1CCN(S(=O)(=O)c2ccc(S(=O)(=O)NC3CCCC3)cc2)CC1,i,0.2,0.1,-1.0,1.4,-1.8,0.1,-2.8,1.1
CCOc1cc(C2C(C#N)=C(N)Oc3n[nH]c(-c4ccccc4)c32)ccc1O (centres undefined),i,3.3,-4.9,-1.5,5.7,-4.0,-4.5,-4.3,-0.7
CC(C)=Cc1oc2ccc([N+](=O)[O-])cc2c1N1CCOCC1,i,0.1,-3.1,-3.7,-4.2,2.3,0.4,3.4,-17.6
COc1cccc(C(C)(O)c2nc(-c3ccc4ccccc4c3)cs2)c1 (centres undefined),i,0.9,-2.9,-2.0,10.2,-1.7,-4.9,25.1,7.5
CCC(=O)c1ccccc1OCCN1CCN(Cc2ccccc2)CC1,i,0.3,0.5,-2.6,-0.4,-0.4,-4.1,-2.6,-6.0
CC1CCN(C(=O)CCN2C(=O)C3C4C=CC(C4)C3C2=O)CC1 (centres undefined),i,-0.2,-1.1,-0.1,-4.8,3.1,-12.1,-10.1,-8.5
COc1cc(NC(=O)CN2C(=O)NC(C)(CCC(C)C)C2=O)cc(OC)c1 (centres undefined),i,-0.3,-1.1,-4.1,8.2,-3.2,-1.8,-1.3,11.4
Cc1ccc(CCN2CC(C(=O)NC3CCC(C)CC3)CC2=O)cc1 (centres undefined),i,0.0,0.4,-0.4,-1.9,-2.7,-6.2,-6.2,15.3
COc1cccc(C(C)(O)c2nc(/C=C/c3ccccc3)cs2)c1 (centres undefined),i,1.6,-4.1,-0.6,-6.2,-4.2,7.3,21.4,7.8
Cc1cccc(-n2c(SC(C)C(=O)O)nc3sc4c(c3c2=O)CCCC4)c1 (centres undefined),i,1.5,-1.8,-3.3,11.3,1.3,-6.1,-3.4,6.3
COc1ccc(NC(=O)CSc2nc(O)cc(=O)n2-c2ccccc2OC)cc1,i,·,-0.5,-5.1,-17.3,0.6,-4.2,-11.4,2.3
CCOc1ccc(S(=O)(=O)N2CCCC(C(=O)NCc3ccncc3)C2)cc1 (centres undefined),i,-0.3,-4.4,-1.8,0.0,-1.7,7.2,-1.5,-6.6
NS(=O)(=O)c1ccc(CNC(=O)c2cccc(S(=O)(=O)N3CCc4ccccc43)c2)cc1,i,-0.4,-3.9,-1.3,-3.5,-0.1,-10.0,3.1,4.7
O=C(N/N=C/c1cccnc1)c1cccc(NC(=O)c2ccc(Cl)cc2)c1,i,·,5.0,-1.9,-17.6,0.8,-13.2,-3.8,7.5

# 3 of the entries above in order of their number in MsrA act, largest number first.
SMILES	Neddyl block	MsrA inhibitor	MT1-MMP act inh	MsrA act	NRP1-CendR mod	Rin1 Abl inh	eLon inh	SKN-1 block
NS(=O)(=O)c1ccc(CNC(=O)c2cccc(S(=O)(=O)N3CCc4ccccc43)c2)cc1	i	-0.4	-3.9	-1.3	-3.5	-0.1	-10.0	4.7
O=C(N/N=C/c1cccnc1)c1cccc(NC(=O)c2ccc(Cl)cc2)c1	i	·	5.0	-1.9	-17.6	0.8	-13.2	7.5
COc1cc(NC(=O)CN2C(=O)NC(C)(CCC(C)C)C2=O)cc(OC)c1 (centres undefined)	i	-0.3	-1.1	-4.1	8.2	-3.2	-1.8	11.4

# Next section.
SMILES,Neddyl block,MsrA inhibitor,MT1-MMP act inh,MsrA act,NRP1-CendR mod,Rin1 Abl inh,eLon inh,FAS TE block,SKN-1 block
COc1ccccc1OCc1nnc(SCC(=O)c2cc(Cl)ccc2OC)o1,i,0.0,0.0,-2.0,7.1,-3.4,7.0,25.9,10.6
COc1ccc(CCC(C)Nc2ccc(F)cc2)cc1 (centres undefined),i,-0.3,6.3,-3.9,6.9,-1.0,4.5,21.8,2.8
CCCSCCCNC(=O)c1cc2c(s1)CS(=O)(=O)C2,i,0.6,-13.4,-3.0,-25.9,4.6,-1.0,-5.7,2.7
COc1cc(/C=C(\C#N)c2nc(-c3cc4ccccc4oc3=O)cs2)ccc1O,i,0.1,-90.4,-6.4,-84.8,-4.5,-25.9,-0.3,11.6
COc1ccc(CC(=O)OCC(=O)Nc2ccc3c(c2)OCO3)cc1OC,i,-1.0,0.4,-3.0,-14.6,-1.6,-1.6,-4.5,4.5
Cc1cc(C(=O)OCC(=O)Nc2ccc(F)c(F)c2)c(C)o1,i,0.0,-0.7,-1.4,-11.1,-2.6,8.8,25.6,5.0
NS(=O)(=O)c1ccc(Nc2ncccc2[N+](=O)[O-])cc1,i,0.7,1.3,-8.5,-10.2,-4.8,0.2,-5.2,-12.7
CCOC(=O)C1CCN(c2c(N3CCN(c4ccccc4OC)CC3)c(=O)c2=O)CC1,i,1.3,0.7,-0.6,-4.1,4.1,-3.3,-0.8,2.0
Cc1ccc(-c2ccc(=O)n(CC(=O)N3CCN(c4cc(Cl)ccc4C)CC3)n2)cc1,i,0.4,8.0,-4.6,2.6,0.5,1.3,22.4,17.2
COc1ccc(C(C(=O)NCC2CCCO2)N(Cc2cccs2)C(=O)c2snc(C(N)=O)c2N)cc1OC (centres undefined),i,2.2,-1.6,-12.3,4.0,2.7,2.4,0.4,-4.8
COC(=O)[C@H](CC(C)C)NC(=O)Nc1cccc(Br)c1,i,-0.9,1.5,-2.2,-2.2,2.2,-0.8,-0.7,9.5
Cc1ccc(Cc2cnc(NC(=O)/C(C#N)=C/c3ccc(-c4cccc([N+](=O)[O-])c4)o3)s2)cc1,i,0.6,-9.7,-4.0,-9.1,-0.8,-3.8,-11.1,-20.2
COc1ccc(C)cc1NC(=S)N1CCOCC1,i,-1.1,-1.2,-5.1,-2.7,-0.5,-0.5,-1.9,8.8
COc1cccc(CN(C)CC(=O)Nc2ccccc2C(C)C)c1,i,0.1,-2.8,-5.7,-0.2,1.0,6.5,5.5,-6.3
CC(C)(C)OC(=O)N1Cc2cc3ccccc3nc2C1CO (centres undefined),i,0.1,-1.2,-4.5,-1.4,1.1,8.8,-3.9,-6.0
Cn1c(=O)c2c(ncn2CC(=O)OCc2ccccc2)n(C)c1=O,i,-0.2,3.3,-0.9,-10.0,3.1,-2.7,-3.2,12.6
CCOC(=O)c1c(C)c(C(=O)NCCc2ccc(S(N)(=O)=O)cc2)c(C)n1CC,i,0.7,-1.5,-2.5,-1.5,-2.5,-1.4,-4.9,4.2
CC(C)OC(=O)CSc1nnc(Cc2ccccc2)n1Cc1ccco1,i,-0.6,-3.3,-1.8,-2.3,2.9,0.0,-4.8,-4.6
CC1(C)CC(C(CC(=O)Nc2nccs2)c2ccccc2)CCO1 (centres undefined),i,1.6,3.4,-5.8,-7.2,-0.9,-0.6,-3.7,-2.6
CN(CC(=O)Nc1ccc(Cl)c(C(F)(F)F)c1)C(=O)c1cccnc1Sc1ccccc1,i,0.4,-4.4,4.2,0.8,2.1,-6.4,18.5,9.0
Cc1ccc2c(COC(=O)c3ccc(NC(=O)CC#N)cc3)cc(=O)oc2c1C,i,0.2,-0.9,-7.6,-4.7,3.3,0.6,2.7,9.1
COc1ccc(Cc2nnc(SCc3nc4ccccc4c(=O)[nH]3)n2C)cc1,i,-1.1,-0.1,-2.8,-7.3,0.0,-8.2,-4.8,-2.5
CON(C)C(=O)CCN(C(=O)OC(C)(C)C)c1ccccc1,i,0.1,1.7,-1.9,-0.3,4.0,-21.4,-11.7,15.5
CCc1nc2oc3ccccc3c(=O)c2cc1C(=O)OC,i,-0.9,-1.3,-2.5,3.0,-1.1,-0.8,3.7,-8.7
COc1ccc(S(=O)(=O)N2CCCC(C(=O)Nc3ccc(NC(=O)c4ccccn4)cc3)C2)cc1 (centres undefined),i,0.8,-12.9,-0.1,0.1,-3.9,-2.5,22.0,18.1
COc1ccccc1CNC(=O)/C(C#N)=C/c1ccc(OC)c(OC)c1OC,i,1.4,-0.3,-5.3,1.0,2.2,4.5,1.4,-5.5
COc1cccc(/C=N/NC(=O)c2nnn(-c3nonc3N)c2CN(C)C2CCCCC2)c1,i,1.5,-5.2,-4.7,3.6,1.7,-7.8,11.4,2.5
COc1ccc(F)c(CN2CCCC(CO)(Cc3cccc(Cl)c3)C2)c1 (centres undefined),i,-0.8,-1.8,-2.8,-3.5,-0.1,4.2,17.4,4.3
O=S1(=O)CC(N2CCCCC2)CN1C1CCCCC1 (centres undefined),i,-0.5,0.2,-4.2,9.9,-0.3,-4.7,-14.4,-0.9
Cc1cc(C(=O)N/N=C/c2cccc([N+](=O)[O-])c2O)n[nH]1,i,2.1,-0.8,-1.6,1.3,-4.4,8.6,4.3,3.5
CCCOC(=O)NC1CCS(=O)(=O)C1 (centres undefined),i,0.8,3.0,-1.0,-1.0,-1.9,-7.0,-9.5,7.6
CCCCCN1C(=O)Cn2c(nc3ccccc3c2=O)C1C (centres undefined),i,-1.4,-8.8,-0.6,2.2,-0.5,2.2,-4.0,-3.7
COc1ccc(C(CNC(=O)c2cc(S(=O)(=O)Nc3cccc(C)c3)ccc2C)N2CCOCC2)cc1 (centres undefined),i,0.5,2.8,-1.9,2.9,-0.9,-5.8,4.0,3.3
CC(C)(Oc1ccc(Cl)cc1)C(=O)Nc1cccc(S(=O)(=O)NC2=NCCC2)c1,i,0.5,-2.6,-2.4,4.3,0.7,-7.6,3.1,12.0
CCC1(C)Cc2ccccc2-c2nc(SC)[nH]c(=O)c21 (centres undefined),i,1.7,-2.5,-2.4,9.5,0.6,8.8,8.0,1.2
CC(CC(=O)O)CC(=O)Nc1ccccc1C(=O)O (centres undefined),i,0.1,-0.7,-0.4,2.8,1.1,2.6,-5.2,10.5
Cc1ccc(C)c(Cn2nnc3c(=O)[nH]c(C(=O)Nc4ccc(F)cc4)nc32)c1,i,1.3,10.8,-0.1,-1.8,-5.1,4.0,3.8,0.0
COC(=O)CNC(=O)CCc1nnc(C2(c3ccc(Cl)cc3)CCC2)o1,i,-0.9,-1.2,-2.5,-1.7,-1.0,-6.7,-2.4,-0.8
CCN1CCN(C(c2cccs2)C(C)NC(=S)Nc2cc(C)ccc2C)CC1 (centres undefined),i,-0.2,-4.7,-6.0,-3.7,-1.1,-7.3,-1.6,7.6
COCCNC(=O)c1cnn2c(C(F)(F)F)cc(-c3ccc4c(c3)OCO4)nc12,·,-1.7,1.5,0.3,-15.4,3.7,-10.6,-9.8,-14.4
COC(=O)c1cc2n(n1)CCN(Cc1ccccc1Cl)C2=O,i,-0.2,-1.2,-4.9,-15.4,1.7,-9.4,24.2,0.6
Cc1cccc(NC(=O)c2cccc(S(=O)(=O)NCc3ccccc3)c2)n1,i,-1.2,0.1,-2.8,6.3,0.6,6.3,-2.6,2.6
COc1ccc([C@H]2CC(=O)C=C(c3ccc(OC(F)(F)F)cc3)C2)cc1OC,i,-0.4,5.6,-1.0,19.4,3.1,-5.5,18.8,-3.1
CC1(C)CC(NC(=O)COc2ccccc2Cl)CC(C)(C)N1,i,-1.4,2.8,-11.8,-4.7,2.1,-3.6,-12.1,-5.8
CCC(C)NC(=O)C1c2ccccc2C(=O)N1Cc1ccccc1OC (centres undefined),i,0.1,21.6,-12.8,-0.4,-0.2,2.3,-4.8,-3.4
CCCN(CCC)C1=N/C(=C\c2ccco2)C(=O)N1c1ccccc1,i,0.6,-13.8,-8.2,-3.2,1.0,-11.4,16.6,-6.5
C/C(=N\NC(=O)c1c[nH]c2ccccc12)c1ccc(C)o1,i,2.1,4.2,-1.2,-12.9,-1.1,-2.2,-8.6,4.8

# Compound activity deposited in PubChem BioAssay by several laboratories.

# Compounds as they come; 4.2% or so of the library scored in one or more.
